uPA surface inh: blocks generation of uPA at the cell surface; cell surface uPA generation assay, qHTS; Potency, µM (titrated, usually from 38.3 µM), without a hit: top-dose activity change, negative = inhibition, most hits filed as inhibitors; 330,000 tested, 0.31% active; active means well fitted inhibition curve with a large enough effect; inconclusive means small, poorly fitted or top-dose-only effect; inactive means no such curve, though single readings can be large or run the other way; tested in mouse RAW 264.7 cells; further: potency means the concentration at half of the fitted maximal effect; on the % scale 0 is the no-effect control and ±100 the full control effect; nearly all actives have a fitted effect of over 55% in size
ASM inhibitor: inhibitors of human secretory acid sphingomyelinase. 340,000 tested, 0.006% active. placental ASM, HMU-PC fluorogenic substrate, 60 min. Potency, µM (titrated, usually from 57.5 µM), for inactives: top-dose activity change, negative = inhibition, hits mostly inhibitors. AID 504937; further: potency means the concentration at half of the fitted maximal effect
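Human placenta-derived ASM preincubated with compound 10 min at room temperature, then reacted with 9 uM (final) fluorogenic HMU-PC substrate for 60 min at 37 C. Stop solution raises pH to 10; fluorescence read at Ex 386/Em 447 nm.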
TSG101-PTAP inh: blocks PTAP/TSG101 interaction to inhibit HIV-1 budding; Q99816; Fluorescence polarization, FITC-PTAP peptide / Tsg101 binding; Potency, µM (series often up to 115 µM), for inactives: at the highest dose activity change, negative = inhibition, usual class: inhibitors; 340,000 tested, under 10 active; active means well fitted inhibition curve with a large enough effect in the main read-out, with a control signal flat, not every such curve was filed as active; inconclusive means small, poorly fitted or top-dose-only effect, or effect the other way, or a change in a side signal; inactive means no such curve, though single readings can be large or run the other way; further: potency means the concentration at half of the fitted maximal effect; % of control where 0% means no effect
Target sequence (Q99816 whole entry, looked up): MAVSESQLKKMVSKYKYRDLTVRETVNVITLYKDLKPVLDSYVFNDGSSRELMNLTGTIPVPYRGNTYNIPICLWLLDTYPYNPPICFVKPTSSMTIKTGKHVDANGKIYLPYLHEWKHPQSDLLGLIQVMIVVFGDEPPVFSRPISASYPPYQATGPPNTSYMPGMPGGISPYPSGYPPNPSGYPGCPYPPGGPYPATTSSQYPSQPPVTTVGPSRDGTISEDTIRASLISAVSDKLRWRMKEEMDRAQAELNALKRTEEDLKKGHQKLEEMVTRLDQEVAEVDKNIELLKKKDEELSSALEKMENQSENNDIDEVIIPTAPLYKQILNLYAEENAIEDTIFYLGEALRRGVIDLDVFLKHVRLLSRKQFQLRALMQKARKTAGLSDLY
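Compounds were pin-transferred onto Tsg101 binding domain (10 uM final) in HEPES pH 7.5 buffer, then FITC-PTAP peptide was added at 50 nM final. After 20 min at RT, polarization reported peptide displacement across a qHTS concentration series.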
USP2a inh: inhibitors of human ubiquitin-specific protease USP2a; 330,000 tested, 0.01% active; USP2 core, Ub-CHOP2 coupled fluorogenic reporter, 485/531; Potency, µM (highest dose often 38.3 µM), for the others: top-dose activity change, negative = inhibition, actives largely listed as inhibitors; AID 463254;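 further: potency means the concentration at half of the fitted maximal effect; plate controls were DMSO wells for no effect and full inhibition by NEM control for full effect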
Target sequence (O75604 whole entry, looked up): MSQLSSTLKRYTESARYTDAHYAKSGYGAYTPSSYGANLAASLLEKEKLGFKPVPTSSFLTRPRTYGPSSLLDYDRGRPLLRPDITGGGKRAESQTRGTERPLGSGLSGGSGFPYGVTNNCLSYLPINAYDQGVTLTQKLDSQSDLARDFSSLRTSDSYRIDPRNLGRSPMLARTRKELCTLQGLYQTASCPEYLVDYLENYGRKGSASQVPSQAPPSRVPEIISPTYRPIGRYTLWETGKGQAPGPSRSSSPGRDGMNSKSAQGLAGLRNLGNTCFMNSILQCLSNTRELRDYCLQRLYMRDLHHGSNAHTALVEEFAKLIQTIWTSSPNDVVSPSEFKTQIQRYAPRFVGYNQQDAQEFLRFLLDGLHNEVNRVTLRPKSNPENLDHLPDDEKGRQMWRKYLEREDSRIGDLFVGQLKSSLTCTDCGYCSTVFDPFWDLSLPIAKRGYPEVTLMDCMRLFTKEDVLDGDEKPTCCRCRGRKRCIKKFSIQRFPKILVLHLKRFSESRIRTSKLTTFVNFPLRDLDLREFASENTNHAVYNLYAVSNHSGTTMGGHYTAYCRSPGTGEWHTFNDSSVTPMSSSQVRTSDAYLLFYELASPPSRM
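Deubiquitinase activity read as fluorescence (485/531 nm) after Ub-CHOP2 cleavage activates the enterokinase reporter on its substrate; USP2 core 10nM, Ub-CHOP2 and substrate 25nM each, 30min compound preincubation then 60min RT; data normalized to NEM, curves fitted.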
ELG1 genotox: inducers of genotoxicity in HEK293T ELG1-luciferase cells. Potency, µM (highest dose often 46 µM), without a hit: at the top dose activity change, positive = activation, usual class: activators. HEK293T ELG1-luciferase reporter, luminescence, 16 h. AID 504466. 330,000 tested, 1.3% active; further: potency means the concentration at half of the fitted maximal effect; % of control where 0% means no effect; nearly all actives have a fitted effect of over 60% in size
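Genotoxicity was scored as increased ELG1-luciferase reporter signal, measured by ONE-Glo luminescence (30 min, room temperature). Compound or vehicle exposure of the HEK293T reporter cells lasted 16 hr at 37°C.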
a7 integrin act: integrin-mediated muscular dystrophy alleviation activation; alpha7betagal myoblasts, beta-gal FDG fluorescence, 48 h; Potency, µM (highest dose often 38.3 µM), for inactives: at the top dose activation, usual class: activators; 350,000 tested, 0.064% active; AID 624291;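 further: potency means the concentration at half of the fitted maximal effect; 100% = response of the positive control SU9516; nearly all actives have a fitted effect of over 60% in size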
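Alpha7betagal+/- myoblasts (passage 13) were plated 16-24 hr, then exposed to compounds (1:260 dilution of DMSO stock) for 48 hours at 37C. After MPER lysis, β-galactosidase reporter activity was read as FDG fluorescence (ex 480/em 540) after 30 minutes.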
TRPV1 ag: activates the human vanilloid receptor TRPV1; AID 540275; 320,000 tested, 0.19% active; Q8NER1; TRPV1-expressing cells, Fluo-8 calcium influx, agonist mode; activation, % at 8.33 µM; in the data active means activation above about 80%; inconclusive means between about 30% and that limit; further: 0% is about no effect
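Cells expressing TRPV1 were dye-loaded with Fluo-8 and read kinetically: 10 s baseline, 3 min after compound (agonist portion), then 2 min after EC20 capsaicin (allosteric enhancer portion). Calcium-bound dye fluorescence at 480/520 nm.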
BRCA1 expr act: increases BRCA1 expression; MCF7-BRCA1-FFLuc reporter, luminescence, 48 h; response scale: scaled: vehicle 0%, 10 µM genistein 100%; Potency, µM (titrated, usually from 46.1 µM), inactives show at the top dose activation, most hits filed as activators; 380,000 tested, 1.1% active; AID 624202; further: potency means the concentration at half of the fitted maximal effect; nearly all actives have a fitted effect of over 80% in size; some results filed as inactive show a strong effect at the top dose
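Compounds are tested at multiple concentrations on MCF7 BRCA1-luciferase reporter cells seeded at 2000 per well; after 48 h, a single luminescence end-point is taken and curves fitted to the normalized data.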
p53 reactivator: mutant p53 re-activation in reporter cells | H1299 p53-A138V BP100-luciferase reporter, luminescence, 24 h | Potency, µM (titrated, usually from 92.2 µM), for inactives: at the top dose activity change, positive = activation, most hits filed as activators | 320,000 tested, 0.063% active; further: potency means the concentration at half of the fitted maximal effect; % of control where 0% means no effect; nearly all actives have a fitted effect of over 45% in size
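H1299 (p53-null), stable ts p53-A138V + BP100-Luc; 1000 cells/well, Opti-MEM/10% FBS; cpd 4 pt, 1:5; 24 h, 37 deg C, 5% CO2; detection reagent 10 min RT; luminescence.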
B2AR arrestin: agonists driving beta-arrestin recruitment to human beta2-adrenergic receptor; P07550; beta-arrestin recruitment to beta2AR, cell-based reporter; Potency, µM (series often up to 46.1 µM), for inactives: top-dose activation, actives largely listed as activators; 330,000 tested, 0.02% active; AID 492947;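 further: potency means the concentration at half of the fitted maximal effect; 0% = DMSO controls and full agonism = EC100 isoproterenol or metaproterenol; nearly all actives have a fitted effect of over 65% in size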
Eya2 inh: blocks the phosphatase activity of human Eya2 | recombinant Eya2, OMFP fluorescence dephosphorylation (OMFP is methylfluorescein phosphate) | Potency, µM (highest dose often 76.9 µM), without a hit: at the highest dose activity, negative = inhibition, actives largely listed as inhibitors | 330,000 tested, 0.006% active | AID 488837; further: potency means the concentration at half of the fitted maximal effect; on the % scale 0 is the no-effect control and ±100 the full control effect
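Eya2 (0.2 uM) preincubated 10 min at ambient with compound, then OMFP substrate added at 50 uM; 10 min reaction in 50 mM HEPES pH 7.5, 50 mM NaCl, 5 uM MgCl2, 0.05% BSA, 1 mM DTT. Fluorescence read at Ex 485/Em 525 nm.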
* = called active by the depositor; ? = inconclusive; / = not tested or not shown; [ ] = another dose, or the depositor's remark. Unless noted, the call rests on the fitted dose curve; in most records, active means well fitted curve in the direction sought with a large enough effect; inconclusive means small, poorly fitted or top-dose-only effect, or another doubt; inactive means no such curve, though single readings can be large; an effect the other way counts as inactive or inconclusive. Random draw from the library; about 2.6% have a hit in one of these screens.

smiles	uPA surface inh	ASM inhibitor	TSG101-PTAP inh	USP2a inh	ELG1 genotox	a7 integrin act	TRPV1 ag	BRCA1 expr act	p53 reactivator	B2AR arrestin	Eya2 inh
CCC(C)C(=O)Nc1ccc([N+](=O)[O-])cc1OC (configuration not stated)	-1%	-1%	-1%	8%	-1%	3%	-1	0%	-5%	-0.4%	8%
O=C(Cc1cccs1)Nc1nnc(SCC(=O)N2CCCCC2)s1	-1%	0%	-2%	-1%	-7%	0%	-2	1%	-1%	-0.1%	21%
Cc1nn(-c2ccccc2)c(C)c1NC(=O)Cc1cccs1	1%	1%	2%	1%	2%	-5%	1	6%	9%	0.1%	-10%
CCN1CCN(CCNC(=O)C2CCN(Cc3nc(-c4ccc(Cl)cc4)oc3C)CC2)CC1	/	/	/	1%	?	/	0	/	2%	0.1%	-15%
Cc1nc(S(=O)(=O)Nc2ccc3c(c2)OCCO3)cn1C	2%	2%	-3%	-1%	4%	-2%	2	0%	0%	-1.2%	1%
CC1=C(C(=O)Nc2ccccc2)C(c2ccccc2)N2C(=O)CSC2=N1 (configuration not stated)	3%	-4%	1%	0%	-7%	-6%	0	3%	1%	-0.5%	-1%[15.4 µM]
Cc1cc(NC(=O)c2ccc(F)cc2)n(-c2ccccn2)n1	/	-1%	-1%	-2%	-9%	0%	20	-42%	-2%	-0.1%	-7%
O=C(COC(=O)Cc1ccc(Br)cc1)NCc1ccc(F)cc1	6%	1%	-1%	3%	2%	5%	?	9%	-3%	-0.3%	-9%
Cc1cccc(NC(=O)CN2C(=O)N/C(=C/c3cc(C)n(-c4ccncc4)c3C)C2=O)c1	3%	24%	-10%	1%	16%	22%	-1	-10%	-11%	-0.5%	-2%
CNC(=O)c1cccc(NC(=O)CCCNC(=O)c2ccc(Cl)cc2)c1	3%	2%	-1%	-1%	7%	-3%	-2	-1%	5%	0.5%	-21%
CCOc1ccc(NC(=O)CN(C)C(=O)c2cccnc2SC)cc1OCC	2%	7%	2%	1%	-5%	-16%	-1	2%	?	-0.2%	-10%
CCC(C)[C@H](NC(=O)CCn1nnc2ccccc2c1=O)C(=O)O (some centres not stated)	6%	-7%	-1%	-3%	0%	22%	5	-8%	8%	-1.8%	-1%
CC1=C(C(=O)OCc2ccccc2)C(c2ccc(Cl)cc2)NC(=O)N1CCCCCC(=O)O (configuration not stated)	2%	-13%	-5%	0%	2%	2%	4	11%	-3%	-1.4%	3%
Fc1ccc(C(c2nnnn2C2CCCCC2)N2CCCC2)cc1 (configuration not stated)	4%	2%	-7%	-3%	-8%	-13%	0	-4%	-5%	-0.4%	-7%
O=C(NCCc1c[nH]c2ccccc12)c1cnc2n(c1=O)CCS2	-3%	2%	0%	2%	13%	5%	1	2%	?	-0.9%	-17%
Cc1cc(C)c2sc(NC(=O)CN3C(=O)CCC3=O)nc2c1	-3%	-4%	-2%	11%	-2%	-25%	4	-12%	-5%	-0.9%	6%
CC(C)(C)OC(=O)NCc1ccc(NC(=O)c2nc[nH]c2C(=O)NCCCCCCNC(=O)c2[nH]cnc2C(=O)Nc2ccc(CNC(=O)OC(C)(C)C)cc2)cc1	9%	5%	1%	0%	-4%	12%	/	3%	-2%	-0.1%	-14%
CCCOc1ccc(C(=O)CCC(=O)NNC(=O)c2cccs2)cc1	3%	1%	-3%	-2%	-1%	1%	-3	-1%	-8%	0.3%	-13%
Cc1cc(-c2ccccc2N)n[nH]1	7%	1%	0%	1%	4%	-35%	-3	0%	0%	0.2%	1%
CCOC(=O)C1(Cc2cccc(OC)c2)CCCN(Cc2cc(OC)c(O)c(OC)c2)C1 (configuration not stated)	8%	0%	-3%	0%	-4%	-47%[inhibitor]	-3	0%	4%	-0.3%	-24%
O=C(NNc1ccc(C(F)(F)F)cc1[N+](=O)[O-])c1ccc(NS(=O)(=O)c2ccc(F)cc2)cc1	5%	?	-2%	-7%	-13%	22%	10	-45%	-5%	5.8%	-11%
Nc1n[nH]c2cc(=O)n(-c3ccc(Cl)cc3)nc12	-9%	-1%	-6%	5%	-6%	6%	3	3%	-2%	0.0%	-13%
COc1ccc(C2=NOC3(CC(=O)N(c4ccc(Cl)cc4)C3=O)C2)c(OC)c1 (configuration not stated)	/	-2%	0%	-1%	-1%	-17%	-1	3%	12%	0.0%	1%
Cc1cc(OCc2cc(C(=O)N(Cc3nccn3C)C(C)C)no2)cc(C)c1Cl	3%	-1%	-2%	3%	-1%	?	-1	47%	12%	0.2%	-6%
CC(C)(C)c1ccc(C(=O)NCC(=O)NNC(=O)c2ccccc2O)cc1	-18%	0%	0%	0%	-1%	-7%	5	-33%	6%	0.2%	6%
CCOc1ccc(OCC(=O)OC(C)C(=O)Nc2ccc(Cl)cn2)cc1 (configuration not stated)	3%	-4%	-1%	1%	-2%	42%	25	9%	5%	-0.6%	0%
CCOc1ccc(NC(=O)CN2CCN(C(=O)c3ccco3)CC2)cc1S(=O)(=O)N1CCCC1	1%	5%	0%	0%	-1%	6%	-3	-6%	9%	0.0%	?
COC(=O)Oc1ccc(/C=C/C(=O)OC(C)C)cc1OC(=O)OC	-8%	48%[activator]	-10%	1%	14%	-20%	6	88%	16%	0.1%	3%
O=C(Nc1ccccc1O)c1ccc([N+](=O)[O-])cc1	?	5%	0%	3%	-4%	46%	15	-41%	/	-0.3%	8%
COc1ccc(C(C[N+](=O)[O-])c2c(C)cc3ccccn23)c(OC)c1 (configuration not stated)	-10%	6%	-8%	0%	?	-33%	1	-43%	2%	-0.6%	4%
COCCCNC(=S)NCCCNc1nc2cc3c(cc2cc1C#N)OCO3	4%	/	-13%	2%	-7%	-2%	4	1%	-2%	-0.9%	1%
CCCCn1nc2cc(C(=O)NC3CCCc4ccccc43)ccc2c1OCC (configuration not stated)	-19%	27%	-1%	4%	-10%	4%	0	5%	3%	0.0%	28%
Cc1ccc(NC(=S)NCC(O)c2ccccc2)c(C)c1 (configuration not stated)	-1%	4%	2%	2%	4%	26%	-3	12%	8%	-1.1%	5%
Cc1cc(C)c2c(=O)n(CC(=O)N3CCC(Cc4ccccc4)CC3)sc2n1	/	/	/	1%	0%	/	8	/	-4%	0.2%	4%
O=C(Nc1nnc(S(=O)(=O)Cc2ccc(F)cc2)s1)c1ccccc1F	-3%	-2%	-8%	4%	-6%	21%	0	2%	6%	0.0%	3%
O=C(Nc1c(-c2ccccc2)nc2ccccn12)c1ccccc1	-5%	-2%	-1%	-6%	5%	-22%	10	-9%	22%	-0.2%	6%
Cc1ccc(O)c(-n2nc3ccccc3n2)c1	-2%	4%	-2%	-1%	?	18%	4	?	19%	0.2%	2%
O=C(/C=C/c1ccc([N+](=O)[O-])cc1)NCc1cccs1	-7%	8%	-1%	3%	3%	5%	11	41%	?	-0.3%	0%
CCN(CC)S(=O)(=O)c1ccc(N2CCOCC2)c(NC(=O)COc2ccc(C#N)cc2)c1	-2%	4%	-1%	-1%	-7%	1%	-2	-21%	-1%	0.0%	-1%
CCN(CC)S(=O)(=O)c1ccc(C)c(NC(=O)Cn2cnc3cc([N+](=O)[O-])ccc3c2=O)c1	-5%	0%	0%	-3%	-7%	19%	-1	-15%	0%	-0.1%	2%
O=C1NN(c2ccccc2)C(=O)/C1=C\c1cccc(OC(=O)c2cccs2)c1	3%	-13%	-4%	4%	19%	6%	1	-3%	0%	-0.2%	11%
